ABHD4 inh – inhibits mouse alpha/beta hydrolase domain 4. purified mABHD4, FP-Rh probe fluorescence polarization. inhibition, % at 8.92 µM. 370,000 tested, 0.54% active. AID 720543;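 active means inhibition exceeding the mean over every tested compound plus 3 SD, cut at about 30% in these data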;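 further: 0% = plate median of compound wells and 100% = S159A mutant with DMSO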
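Material: mouse ABHD4 enzyme, wild type; Benchmarks: S159A mutant high control, sample median low control; Buffer or medium: HEPES pH 7.0, NaCl, Pluronic buffer; Signal: fluorescence polarization; Read-out: percent inhibition of probe binding, normalized to plate controls; Timing: pre-incubation 45 min, probe exposure 60 min, at 25 °C; Dosing: 8.92 µM, single dose.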
LEDGF integ inh – blocks HIV-1 LEDGF/p75-dependent DNA integration | TR-FRET IN-LEDGF/p75 DNA integration, Eu/Cy5 | inhibition, % at 3.7 µM | 370,000 tested, 0.64% active | AID 743269;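 active means inhibition above the screen-wide mean plus 3 SD, cut at about 13% in these data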;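 further: signal is the Cy5 over europium emission ratio at 671 and 618 nm; 0% = plate median of compound wells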
Rev-erbA mod – modulates human Rev-erb alpha binding to DNA; AID 1259318; activity, % at 10 µM; 370,000 tested, 0.79% active; P20393; Rev-erbα–FITC-DNA binding, fluorescence polarization, 90 min;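 active means activity above about 14%, limit read from the data; passing the limit was not always enough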;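 further: 0% = DMSO wells with 35 nM protein and 100% = DMSO wells with 750 nM protein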
PRMT1 inh – blocks human protein arginine methyltransferase 1; 370,000 tested, 1.3% active; recombinant PRMT1, activity-based probe fluorescence polarization; Q99873; inhibition, % at 2.79 µM;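 active means inhibition above about 21% made by adding two undisclosed values, limit read from the data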
UHRF1 binding – UHRF1 methyl-DNA binding inhibition. Q96T88. 370,000 tested, 0.75% active. UHRF1 binding to methylated oligo, TR-FRET. inhibition, % at 4.4 µM; in the data active means inhibition above about 21%;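 further: UHRF1 SRA domain binding a hemimethylated CpG hairpin DNA probe; 0% = median of test compound wells and 100% = reference inhibitor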
MBD2 DNA inh – inhibitors of human MBD2 binding to methylated oligonucleotide; Q9UBB5; TR-FRET; inhibition, % at 4.4 µM; 370,000 tested, 0.31% active; AID 686964; in the data active means inhibition above about 13%
Target sequence (Q9UBB5 whole entry, looked up): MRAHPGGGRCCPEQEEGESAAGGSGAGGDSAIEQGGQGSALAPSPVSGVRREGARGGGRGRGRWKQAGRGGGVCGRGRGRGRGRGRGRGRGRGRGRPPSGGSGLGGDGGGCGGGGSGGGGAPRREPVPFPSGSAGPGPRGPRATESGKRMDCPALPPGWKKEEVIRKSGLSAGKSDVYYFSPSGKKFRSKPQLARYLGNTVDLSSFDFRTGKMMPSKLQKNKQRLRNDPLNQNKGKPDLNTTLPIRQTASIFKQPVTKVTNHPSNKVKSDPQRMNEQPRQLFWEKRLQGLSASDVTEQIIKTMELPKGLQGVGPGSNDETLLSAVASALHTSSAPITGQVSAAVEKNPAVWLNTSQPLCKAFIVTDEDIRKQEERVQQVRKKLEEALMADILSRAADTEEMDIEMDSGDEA
PG9 binder – small molecules binding HIV-1 gp120 antibody PG9. TR-FRET gp120-PG9 antibody binding. inhibition, % at 6.7 µM. 360,000 tested, 0.43% active. AID 624416; in the data active means inhibition above about 8.5%
HTRA1 inhibitor – blocks human HTRA1 serine peptidase; Q92743; recombinant HTRA1, FP-rhodamine activity-based probe, fluorescence polarization; inhibition, % at 5.96 µM; 340,000 tested, 0.5% active; in the data active means inhibition above about 36%;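 further: 0% = enzyme with DMSO and 100% = wells lacking enzyme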
TCR-CD3 inh – human TCR-CD3 binding inhibition | 360,000 tested, 0.37% active | TAMRA-labeled TCR probe fluorescence, biochemical | AID 651800 | inhibition, % at 9.4 µM; in the data active means inhibition above about 19%;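 further: recombinant mutant TCR 2C K166C tagged with TAMRA read by polarization; 0% = receptor in buffer alone and 100% = receptor with positive control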
rCAG binder – molecules binding r(CAG) RNA repeats | r(CAG) RNA repeat, TO-PRO-1 dye displacement fluorescence | inhibition, % at 3 µM | 370,000 tested, 1.3% active;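 active means inhibition above the plate cutoff, the mean of all test compounds on that plate plus 3 SD, cut at about 35% in these data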;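 further: 0% = DMSO alone and 100% = 100 µM mitoxantrone as full dye displacement; higher means more dye released from RNA so lower well fluorescence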
An asterisk follows results filed as active; · = not tested or not shown. The list is partial (hit frequency here may not be typical).

(1) COc1ccc(NC(=O)C2CCN(C(=O)NCc3ccccc3)CC2)cc1
(2) CC(C)CC(=O)NC(NC(=S)Nc1cccc2cccnc12)C(Cl)(Cl)Cl (stereo not drawn)
(3) Cn1nc(-c2ccc(OCC(=O)Nc3cccnc3)cc2)c2ccccc2c1=O
(4) Cc1sc2nc(CSCC(=O)NC(C)(C)C)[nH]c(=O)c2c1C
(5) Cc1ccc(NC(=O)CN(C)CC(=O)Nc2ccc(F)c(F)c2F)c(Cl)c1

Screen / compound no.	1	2	3	4	5
ABHD4 inh	-3	-6	-4	1	1
LEDGF integ inh	-2	2	1	0	9
Rev-erbA mod	0	-1	-4	7	-3
PRMT1 inh	0	-1	1	3	-5
UHRF1 binding	-2	-4	1	-1	-2
MBD2 DNA inh	1	-6	0	-3	-6
PG9 binder	-0.5	-0.4	-2.1	-1.5	-2.5
HTRA1 inhibitor	-4	-10	-1	-4	-4
TCR-CD3 inh	0	-2	-8	9	-6
rCAG binder	-4	8	-1	-3	-5

(6) CC(C)c1ccc(Nc2ncc3c(n2)CCN(C(=O)NC2CCCCC2)C3)cc1
(7) CN(Cc1ccccc1)Cc1ccccc1F
(8) CCC(=O)N1CCc2cc(S(=O)(=O)NCCC(=O)N3CCN(c4ccccc4)CC3)ccc21
(9) CCn1c(Cc2cccs2)nnc1SCC(=O)c1ccc(Cl)cc1
(10) O=C(NCCCn1ccnc1)C1CCN(S(=O)(=O)c2ccc(F)cc2)CC1

Screen / compound no.	6	7	8	9	10
ABHD4 inh	-5	8	-6	-1	-2
LEDGF integ inh	1	0	3	7	-3
Rev-erbA mod	2	-1	1	6	-1
PRMT1 inh	-1	-4	2	-1	-3
UHRF1 binding	-2	19	2	-2	-1
MBD2 DNA inh	0	5	0	1	2
PG9 binder	-0.8	0.3	-3.1	·	-2.0
HTRA1 inhibitor	·	5	-6	·	-6
TCR-CD3 inh	6	7	7	·	-2
rCAG binder	1	-5	-4	3	-3

(11) CCn1c(SC/C=C/c2ccccc2)nnc1-c1cccs1
(12) CC(C)c1onc(C(=O)N2CCN(Cc3ccccc3)CC2)c1[N+](=O)[O-]
(13) CC(C1CC1)N(C(=O)NC1CCS(=O)(=O)C1)c1ccccc1 (stereo not drawn)
(14) CCN(c1ccc(OC)cc1)S(=O)(=O)c1nnc(NC(=O)c2ccco2)s1
(15) CCOc1ccc(NC(=O)CCS(=O)(=O)c2ccc(C)cc2)cc1

Screen / compound no.	11	12	13	14	15
ABHD4 inh	-7	-1	-1	7	4
LEDGF integ inh	2	3	-1	-2	0
Rev-erbA mod	0	-6	-1	-4	-3
PRMT1 inh	2	-1	-2	9	-5
UHRF1 binding	3	-2	-1	-1	-2
MBD2 DNA inh	0	1	-5	1	4
PG9 binder	1.9	0.4	-0.1	0.2	0.4
HTRA1 inhibitor	0	-1	-1	-8	0
TCR-CD3 inh	-4	8	5	-2	4
rCAG binder	-1	-4	0	20	-3

(16) COc1cccc(NC(=O)Cc2ccc(C)cc2)c1
(17) CN1CCN(C(=O)/C=C/c2ccc3c(c2)OCO3)CC1
(18) COc1ccc(-c2cc(C(=O)Nc3ccc(S(N)(=O)=O)cc3)c3ccccc3n2)cc1OC
(19) CCSc1nnc(NC(=O)CSC2=NN3CCCC(=O)N=C3S2)s1
(20) CCN(CC)CCNC(C(=O)Nc1ccc([N+](=O)[O-])cc1Br)c1ccccc1 (stereo not drawn)

Screen / compound no.	16	17	18	19	20
ABHD4 inh	-3	-4	-6	3	-2
LEDGF integ inh	0	0	-3	-1	1
Rev-erbA mod	-4	0	3	4	0
PRMT1 inh	0	0	3	5	0
UHRF1 binding	-2	-4	1	0	-1
MBD2 DNA inh	3	1	6	2	0
PG9 binder	-0.3	-0.2	1.9	2.2	-1.0
HTRA1 inhibitor	-8	4	-10	1	-5
TCR-CD3 inh	8	0	-2	4	-3
rCAG binder	-4	-3	17	-1	-1

(21) C1=C[C@H]2CC[C@@H]1N(c1ccccc1)O2
(22) CCOC(=O)C1C(=O)NC(N2CCN(c3ccccc3)CC2)=NC1c1ccco1 (stereo not drawn)
(23) CCOC(=O)CN1C(=O)SC(CC(=O)Nc2nccs2)C1=O (stereo not drawn)
(24) O=Cc1ccc(OC(=O)CCCCC(=O)Oc2ccc(C=O)cc2)cc1
(25) Cn1c2c(c(=O)n(C)c1=O)C(NS(=O)(=O)c1ccc(Cl)cc1)(C(F)(F)F)C(=O)N2 (stereo not drawn)
(26) CCC(CC)NC(=O)Nc1ccc(C)cc1
(27) CC(C)c1ccc(NC(=O)Nc2cc3sccc3n2C)cc1

Screen / compound no.	21	22	23	24	25	26	27
ABHD4 inh	7	1	5	4	5	-3	18
LEDGF integ inh	1	-1	-2	6	2	2	3
Rev-erbA mod	-3	-3	-2	-6	2	4	9
PRMT1 inh	-3	1	5	-5	2	-1	10
UHRF1 binding	-1	-3	-2	-2	11	2	-5
MBD2 DNA inh	-3	-3	0	0	8	1	-4
PG9 binder	-0.6	-1.2	1.3	-0.2	-0.7	-1.6	-2.3
HTRA1 inhibitor	-1	4	12	6	6	4	47*
TCR-CD3 inh	0	9	0	-4	-3	3	3
rCAG binder	1	-4	1	-1	-1	0	19

Source: PubChem BioAssay (several laboratories)
